# Screens: PubChem, National Center for Advancing Translational Sciences (NCATS)
# ELG1 genotox: genotoxicity induction in ELG1-luciferase HEK293T cells; HEK293T ELG1-luciferase reporter, luminescence, 16 h; Potency, µM (doses to about 46 µM), for inactives: top-dose activity change, positive = activation, actives largely listed as activators; 1.3% of 330,000 active; AID 504466; also: potency is read from the fitted curve at half-maximal effect; % of control where 0% means no effect; nearly all actives have a fitted effect of over 60% in size
#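 Genotoxic stress is detected as increased luminescence from luciferase-tagged ELG1 in HEK293T cells, measured with ONE-Glo after a 16 hr treatment at 37 °C.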
# Gal4-VP16 FLuc: inhibits Gal4-VP16 luciferase reporter, ROR gamma counter-screen | Drosophila S2 Gal4-VP16 UAS-luciferase, luminescence, 20 h | AID 2546 | 3.5% of 310,000 active | Potency, µM (titrated, usually from 53.6 µM), for inactives: at the top dose activity, negative = inhibition, usual class: inhibitors;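 also: Gal4-VP16 expression switched on by copper sulfate through the metallothionein promoter; potency is read from the fitted curve at half-maximal effect; % is scaled to controls: 0 for no effect and ±100 for the full control effect; nearly all actives have a fitted effect of over 50% in size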
# BRCA1 expr up: activators of BRCA1 expression. MCF7-BRCA1-FFLuc reporter, luminescence, 48 h; response scale: scaled: vehicle 0%, 10 µM genistein 100%. Potency, µM (top dose mostly 46.1 µM), for inactives: top-dose activation, most hits filed as activators. 1.1% of 380,000 active; also: potency is read from the fitted curve at half-maximal effect; nearly all actives have a fitted effect of over 80% in size; some results filed as inactive show a strong effect at the top dose
#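 MCF7-BRCA1-FFLuc, 2000 cells/well; 2 h attach, 37 °C/5% CO2; compound 48 h; luciferase substrate 15 min; luminescence end-point. Norm. to genistein 10 microM max activation and DMSO; concentration-response curves fitted.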
# RORg inh: ROR gamma (mouse) transcription inhibition | P51450 | Drosophila S2 Gal4-RORgamma UAS-luciferase reporter, 20 h | Potency, µM (highest dose often 53.6 µM), for inactives: top-dose activity change, negative = inhibition, usual class: inhibitors | 5.4% of 310,000 active | AID 2551; also: potency is read from the fitted curve at half-maximal effect; % is scaled to controls: 0 for no effect and ±100 for the full control effect; nearly all actives have a fitted effect of over 60% in size
# Target sequence (P51450 whole entry, looked up, the tested form may be a part): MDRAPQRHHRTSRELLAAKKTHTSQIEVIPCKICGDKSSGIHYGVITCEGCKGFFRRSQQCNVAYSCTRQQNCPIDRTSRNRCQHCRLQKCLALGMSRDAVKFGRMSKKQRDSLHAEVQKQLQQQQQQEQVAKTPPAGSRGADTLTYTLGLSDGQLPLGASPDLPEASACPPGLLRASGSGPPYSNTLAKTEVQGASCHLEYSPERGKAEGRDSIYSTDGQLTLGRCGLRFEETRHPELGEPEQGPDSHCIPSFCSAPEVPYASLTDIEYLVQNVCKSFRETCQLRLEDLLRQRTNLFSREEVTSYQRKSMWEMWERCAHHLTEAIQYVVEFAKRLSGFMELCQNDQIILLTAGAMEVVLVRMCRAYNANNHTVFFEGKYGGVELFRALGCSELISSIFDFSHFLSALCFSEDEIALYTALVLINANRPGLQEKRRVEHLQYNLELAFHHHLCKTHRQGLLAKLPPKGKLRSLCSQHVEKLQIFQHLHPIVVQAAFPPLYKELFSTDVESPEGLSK
#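 Luminescence from a UAS-regulated Photinus luciferase reporter in stably transfected Drosophila Schneider cells is measured; decreased signal marks ROR gamma inhibition. Fusion expression is induced by 700 uM copper sulfate for 20 hr.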
# Giardia kill: Giardia lamblia killing; Giardia lamblia trophozoite viability; activity change, % at 7.66 µM, hits read low; 0.15% of 340,000 active; AID 540267; in the data active = activity change below about -80%; inconclusive = between about -30% and that limit;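 also: parasites exposed to compound for two days anaerobically before the ATP read; % is scaled to controls: 0 for no effect and ±100 for the full control effect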
#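 Giardia lamblia trophozoites (100 cells/well) were incubated with compounds for 48 h at 37 deg C under anaerobic conditions. Viability was read as ATP content by one-step luminescence after 15-30 min at room temperature.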
# p53 reactivator: re-activators of mutant p53. Potency, µM (top dose mostly 92.2 µM), for the others: at the highest dose activity change, positive = activation, hits mostly activators. AID 504706. 0.063% of 320,000 active. H1299 p53-A138V BP100-luciferase reporter, luminescence, 24 h; also: potency is read from the fitted curve at half-maximal effect; % of control where 0% means no effect; nearly all actives have a fitted effect of over 45% in size
#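 p53-null H1299 cells stably carrying temperature-sensitive p53-A138V and a BP100-luciferase reporter were pinned with compounds (4-point, 1:5 series) and held 24 hrs at 37 deg C. Luminescence was read 10 min after detection reagent.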
# FLuc counter: counter-screen for miR-21 project: firefly luciferase inhibitors or activators; P08659; purified FLuc, Km substrates, luminescence inhibition; Potency, µM (top dose mostly 57.5 µM), for the others: at the highest dose activity change, negative = inhibition, usual class: inhibitors; 6.9% of 360,000 active; AID 588342;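 also: potency is read from the fitted curve at half-maximal effect; plate controls were vehicle for no effect and reference inhibitor for full effect; nearly all actives have a fitted effect of over 55% in size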
# Target sequence (P08659 whole entry, looked up): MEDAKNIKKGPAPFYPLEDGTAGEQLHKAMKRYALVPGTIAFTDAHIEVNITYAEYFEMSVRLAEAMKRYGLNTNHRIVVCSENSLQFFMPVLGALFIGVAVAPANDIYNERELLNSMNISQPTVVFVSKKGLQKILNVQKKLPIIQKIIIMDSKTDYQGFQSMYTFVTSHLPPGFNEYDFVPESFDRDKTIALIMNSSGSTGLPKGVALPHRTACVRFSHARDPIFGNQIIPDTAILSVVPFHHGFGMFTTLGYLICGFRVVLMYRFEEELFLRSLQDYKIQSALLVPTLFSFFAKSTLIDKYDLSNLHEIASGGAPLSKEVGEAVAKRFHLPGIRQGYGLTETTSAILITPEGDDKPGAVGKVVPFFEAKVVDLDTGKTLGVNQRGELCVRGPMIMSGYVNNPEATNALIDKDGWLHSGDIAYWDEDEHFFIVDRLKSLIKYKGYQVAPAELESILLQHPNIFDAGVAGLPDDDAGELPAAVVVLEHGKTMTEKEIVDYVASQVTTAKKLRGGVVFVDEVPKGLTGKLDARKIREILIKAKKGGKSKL
#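 Purified P. pyralis luciferase (10nM final) with 10uM D-luciferin and 10uM ATP (Km levels) in 50mM Tris acetate pH 7.5, 10mM Mg acetate, 0.01% Tween-20, 0.05% BSA; qHTS 6-point titration, ~60 µM downward; luminescence read.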
# Menin-MLL TR inh: menin-MLL binding inhibition, Texas Red mutant peptide; O00255; Menin + Texas Red MLL mutant peptide, fluorescence polarization; Potency, µM (top dose mostly 61.6 µM), for inactives: at the top dose FP activity change, negative = inhibition, hits mostly inhibitors; 0.23% of 270,000 active; AID 1768; active = well fitted inhibition curve with a large enough effect in the polarisation, with a control signal flat, not every such curve was filed as active; inconclusive = small, poorly fitted or top-dose-only effect, or effect the other way, or a change in a side signal; inactive = no such curve, though single readings can be large or run the other way; the % refers to the polarisation; also: potency is read from the fitted curve at half-maximal effect; % of control where 0% means no effect; many of its hits are not listed in these tables
# * = called active by the depositor; u = inconclusive; x = not tested or not shown; & = joins results of further samples; [ ] = dose if it differs, or a comment. Unless noted, calls follow the shape of the dose curve; as a rule, active = well fitted curve in the direction sought with a large enough effect; inconclusive = small, poorly fitted or top-dose-only effect, or another doubt; inactive = no such curve, though single readings can be large; an effect the other way counts as inactive or inconclusive. These rows are one share of the data; rates above refer to the full screens.
smiles	ELG1 genotox	Gal4-VP16 FLuc	BRCA1 expr up	RORg inh	Giardia kill	p53 reactivator	FLuc counter	Menin-MLL TR inh
O=C(O)CCC/C=C\C[C@H]1C(=O)C[C@@H](O)[C@@H]1/C=C/[C@@H](O)CCc1ccccc1	x	-1.5%	x	-1.0%	x	x	x	6.3%
CC(C)(C)NC[C@H](O)COc1cccc2c1C[C@@H](O)[C@@H](O)C2	x	-5.3%[17 µM]	x	0.7%[2.98 µM]	x	x	x	1.7%[24.8 µM]
O=C(O)CN1C(=O)c2cccc3cccc(c23)C1=O	x	-14.8%	x	6.7%	x	x	x	9.0%[24.8 µM]
CC1(C)OC2CC(=O)OCC23C1CC(=O)C1(C)C3CC[C@@]2(C)[C@H](c3ccoc3)OC(=O)C3OC312 (some centres not stated)	x	3.7%	x	15.7%	x	x	x	6.7%
CCOC(=O)c1cccc(N)c1	x	-5.2%	x	10.2%[10 µM]	x	x	x	14.9%
CC(=O)N(C[C@@H](O)CO)c1c(I)c(C(=O)NC[C@@H](O)CO)c(I)c(C(=O)NC[C@@H](O)CO)c1I	x	10.5%[17 µM]	x	-30.2%[16.9 µM]	x	x	x	-10.0%[24.8 µM]
COc1ccc(-c2cc(=O)c3c(O)cc(O[C@H]4OC(COC5OC(C)C(O)C(O)[C@H]5O)C(O)C(O)C4O)cc3o2)cc1O (some centres not stated)	x	-5.3%	x	8.6%	x	x	x	25.1µM*
CCCC(=O)O	x	-0.8%	x	-0.5%	x	x	x	2.3%
CCCOC(=O)c1ccccc1	x	8.8%&4.6%	x	0.6%&2.9%	x	x	x	-1.8%&1.4%
CCNC(=O)/C=C/c1cccc(Br)c1	x	14.2%	x	22.3%	x	x	x	11.7%
O=c1cc(-c2ccc(O)cc2)oc2cc(O)ccc12	x	1.9%	x	-2.5%	x	x	x	-6.7%
CCCSS/C(CCO)=C(/C)N(C=O)Cc1cnc(C)nc1N	x	u	x	u	x	x	x	7.3%
CCN(CC)CCOc1ccccc1C(=O)CCc1ccccc1	x	2.2%	x	34.0%	x	x	x	-8.9%
O=C1NC(=O)[C@@]2(CCOc3ccc(F)cc32)N1	x	-4.7%	x	4.1%	x	x	x	14.3%
NC(=O)n1c(O)c(C(=O)c2cccs2)c2cc(Cl)ccc21	x	-3.3%&-12.0%	x	-8.4%&2.4%	x	x	x	u
CC1CCC(C(C)C)C(OC(=O)c2ccccc2O)C1 (configuration not stated)	x	-12.8%	x	0.3%	x	x	x	7.9%
CCCCCC(=O)O[C@@]1(C(C)=O)CCC2C3CCC4=CC(=O)CC[C@@]4(C)C3CC[C@]21C (some centres not stated)	x	-10.6%	x	32.9%	x	x	x	-15.7%
CN(C)CC/C=C1\c2ccccc2COc2ccc(CC(=O)O)cc21	x	-10.3%	x	-2.6%[10 µM]	x	x	x	-6.5%
CCN(CC)C[C@@H]1CCCCN1CC(=O)N1c2ccccc2C(=O)Nc2cccnc21	x	2.7%	x	2.3%	x	x	x	7.7%[24.8 µM]
CCCC(NC(C)C(=O)N1C(C(=O)O)CC2CCCCC21)C(=O)OCC (configuration not stated)	x	-4.7%	x	5.2%	x	x	x	-1.7%
CN(C)CCCSc1ccccc1NC(=O)/C=C\c1ccccc1	x	-11.6%	x	-4.9%	x	x	x	4.1%[24.8 µM]
CCC(C)C(N)C(=O)O (configuration not stated)	x	3.9%	x	4.2%	x	x	x	8.0%
C=CC(C)(O)CC/C=C(\C)CCC=C(C)C (configuration not stated)	x	2.1%	x	8.1%	x	x	x	-6.8%
CCCCCCCC/C=C\CCCCCCCCN	x	-14.9%	x	13.0%	x	x	x	11.5%
OC1(c2ccc(Cl)c(C(F)(F)F)c2)CCN(CCCC(c2ccc(F)cc2)c2ccc(F)cc2)CC1	x	10µM*	x	12.6µM*	x	x	x	17.8%
Cc1ccccc1N=Nc1ccc(N=Nc2c(O)ccc3ccccc23)c(C)c1	x	-21.2%	x	-17.9%[10 µM]	x	x	x	12.4%
C=CCSCC=C	x	6.6%	x	10.2%	x	x	x	19.0%
COC(=O)c1cccnc1	x	-1.7%&-6.4%	x	-0.7%&-0.2%	x	x	x	5.9%&4.5%
N/C(=N\N=C\c1ccc(Cl)cc1)N/N=C/c1ccc(Cl)cc1	x	-15.9%	x	14.1µM*	x	x	x	6.5%
CC[C@@H](C)C(N)C(=O)O (some centres not stated)	x	3.1%	x	-13.4%	x	x	x	9.7%
CC1=C(c2ccc(NN=C(C#N)C#N)cc2)NNC(=O)C1	x	u	x	22.4µM*	x	x	x	36.3%[activator]
O=C(Cn1ccnc1[N+](=O)[O-])NCCO	x	1.6%	x	2.5%	x	x	x	7.8%
NS(=O)(=O)c1cc2c(cc1C(F)(F)F)N[C@H](Cc1ccccc1)NS2(=O)=O	x	0.8%[17 µM]	x	-8.3%[2.98 µM]	x	x	x	21.3%[24.8 µM]
C=CCN1C(=O)C(CC(C)C)NC1=S (configuration not stated)	x	-17.2%&-1.2%	x	-28.8%&-33.0%	x	x	x	13.5%&2.0%
C#C[C@]1(OC(C)=O)CC[C@H]2[C@@H]3CCC4=C/C(=N/O)CC[C@@H]4[C@H]3CC[C@@]21CC	x	u	x	u	x	x	x	3.7%
CC(=O)NCCCCCC(=O)O	x	-4.7%	x	6.3%	x	x	x	-1.5%
C[C@H]1[C@H](C)CC[C@]2(C(=O)O)CC[C@]3(C)C(=CCC4[C@@]5(C)C[C@@H](O)[C@H](O)[C@@](C)(CO)[C@@H]5CC[C@]43C)[C@H]12 (some centres not stated)	x	-5.8%	x	11.2µM*	x	x	x	-1.3%[24.8 µM]
O=c1cc(-c2ccc(O)cc2)oc2cc(O[C@@H]3O[C@H](CO)[C@H](O)[C@H](O)[C@H]3O)cc(O)c12	x	-17.1%	x	1.2%	u	x	x	-21.6%
Cc1nn(CC(=O)NCCc2ccccc2)c(=O)c2c1sc1ccccc12	x	x	x	x	x	x	-0.5%	x
CNC(=O)c1ccc(CSc2nc3ccncc3n2Cc2ccc(C)cc2)cc1	x	x	x	x	x	x	-19.1%	x
COc1ccc(C(=O)Nc2nc3ccccc3n2CCOc2ccc(Cl)cc2)cc1	x	x	x	x	x	x	-17.5%	x
Cc1nc2c3ccccc3nc(NNC(=O)CCC(=O)N3CCN(c4cc(Cl)ccc4C)CC3)n2n1	x	x	x	x	x	x	-17.4%	x
COc1ccc(NC(=O)Cn2ccn(-c3ccc(C)c(C)c3)c(=O)c2=O)cc1Cl	x	x	x	x	x	x	-19.3%	x
CCCCC1CCC(CCCC(C)CCC(=O)O)CC1 (configuration not stated)	x	x	x	x	x	x	26.9µM*	x
COc1cncc(C#Cc2ccccn2)c1	x	x	4.47µM*	x	x	x	x	x
Nc1nccs1	x	-6.7%&4.0%	15.1%[92.2 µM]	2.8%&-1.5%	x	x	x	9.6%
CC[C@]1(O)CC2CN(CCc3c([nH]c4ccccc34)[C@@](C(=O)OC)(c3cc4c(cc3OC)N(C)[C@H]3[C@@](O)(C(=O)OC)[C@H](OC(C)=O)[C@]5(CC)C=CCN6CC[C@]43[C@@H]65)C2)C1 (some centres not stated)	x	-9.1%	0.0%	u	x	x	x	-16.0%
COc1cccc(CCc2ccccc2OCC(CN(C)C)OC(=O)CCC(=O)O)c1 (configuration not stated)	x	6.2%	0.0%	31.0%	x	x	x	8.7%
Cc1c(C(=O)O)c(O)cc2c1C(=O)c1c(O)c([C@H]3O[C@H](CO)[C@@H](O)[C@H](O)[C@H]3O)c(O)c(O)c1C2=O	x	u	0.4%	u	x	x	x	u
Cc1oc(-c2cccc(Cl)c2)nc1Cn1c(SCc2ccccc2F)nc2ccncc21	x	x	0.0%	x	x	x	u	x
C=C1c2cccc(O)c2C(=O)C2C(=O)[C@]3(O)C(=O)C(C(N)=O)C(=O)[C@@H](N(C)C)[C@@H]3[C@@H](O)[C@H]12 (some centres not stated)	-0.3%	x	9.4%	x	-15.4	-5.5%	x	x

# 9 entries from above, set out differently.
# Below each SMILES: ELG1 genotox, Gal4-VP16 FLuc, BRCA1 expr up, RORg inh, Giardia kill, p53 reactivator, FLuc counter, Menin-MLL TR inh
CNC(=O)c1ccc(CSc2nc3ccncc3n2Cc2ccc(C)cc2)cc1
→ x, x, x, x, x, x, -19.1%, x
COc1ccc(C(=O)Nc2nc3ccccc3n2CCOc2ccc(Cl)cc2)cc1
→ x, x, x, x, x, x, -17.5%, x
Cc1nc2c3ccccc3nc(NNC(=O)CCC(=O)N3CCN(c4cc(Cl)ccc4C)CC3)n2n1
→ x, x, x, x, x, x, -17.4%, x
COc1ccc(NC(=O)Cn2ccn(-c3ccc(C)c(C)c3)c(=O)c2=O)cc1Cl
→ x, x, x, x, x, x, -19.3%, x
CCCCC1CCC(CCCC(C)CCC(=O)O)CC1 (configuration not stated)
→ x, x, x, x, x, x, 26.9µM*, x
COc1cncc(C#Cc2ccccn2)c1
→ x, x, 4.47µM*, x, x, x, x, x
Nc1nccs1
→ x, -6.7%&4.0%, 15.1%[92.2 µM], 2.8%&-1.5%, x, x, x, 9.6%
CC[C@]1(O)CC2CN(CCc3c([nH]c4ccccc34)[C@@](C(=O)OC)(c3cc4c(cc3OC)N(C)[C@H]3[C@@](O)(C(=O)OC)[C@H](OC(C)=O)[C@]5(CC)C=CCN6CC[C@]43[C@@H]65)C2)C1 (some centres not stated)
→ x, -9.1%, 0.0%, u, x, x, x, -16.0%
COc1cccc(CCc2ccccc2OCC(CN(C)C)OC(=O)CCC(=O)O)c1 (configuration not stated)
→ x, 6.2%, 0.0%, 31.0%, x, x, x, 8.7%
